# Bioassay records: PubChem, several laboratories
# MCL1 BIM primary: disrupts human MCL1 binding to BIM-BH3 peptide. AID 2057. GST-MCL1 / FITC-Bim-BH3 fluorescence polarization. hit rate 0.68% among 320,000. inhibition, % at 10.9 µM;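 active = inhibition above the mean inhibition of all tested compounds plus 3 SD, set per campaign, cut at about 40% in these data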;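 note: 0% = DMSO wells and 100% = unlabeled Bim-BH3 peptide control; higher means more loss of mP so more displacement of Bim peptide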
# Fam108B counter: Fam108B inhibition, counter-screen for RBBP9 inhibitors | inhibition, % at 9.51 µM | recombinant Fam108B, FP-Rh probe fluorescence polarization | hit rate 0.33% among 300,000;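 active = inhibition above the screen mean inhibition plus 3 SD, computed separately per campaign, cut at about 18% in these data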;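 note: inhibitors lower polarization as less probe binds the enzyme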
# pPAFAH FP inh: inhibitors of human plasma PAF acetylhydrolase (pPAFAH). inhibition, % at 3.39 µM. Q13093. hit rate 1.5% among 330,000. recombinant pPAFAH, FP-rhodamine probe fluorescence polarization;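 active = inhibition above the mean inhibition across the screen plus 3 SD, cut at about 25% in these data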;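 note: inhibitors block binding of the rhodamine activity-based probe so polarization drops; 0% = enzyme with DMSO and 100% = wells lacking pPAFAH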
# Target sequence (Q13093 whole entry, looked up): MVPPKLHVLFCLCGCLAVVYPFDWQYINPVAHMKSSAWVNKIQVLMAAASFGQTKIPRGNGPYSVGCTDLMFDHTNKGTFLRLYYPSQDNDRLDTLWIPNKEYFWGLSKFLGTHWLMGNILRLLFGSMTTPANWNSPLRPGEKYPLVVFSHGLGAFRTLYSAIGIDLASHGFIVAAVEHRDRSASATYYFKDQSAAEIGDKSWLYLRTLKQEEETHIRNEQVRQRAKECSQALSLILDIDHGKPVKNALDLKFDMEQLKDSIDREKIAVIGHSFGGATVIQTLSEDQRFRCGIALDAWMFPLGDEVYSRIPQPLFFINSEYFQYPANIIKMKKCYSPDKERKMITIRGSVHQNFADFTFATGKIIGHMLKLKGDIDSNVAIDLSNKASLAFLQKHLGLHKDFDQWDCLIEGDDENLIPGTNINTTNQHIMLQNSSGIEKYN
# PME-1 primary: blocks human protein phosphatase methylesterase 1 | recombinant PME-1, FP-Rh probe fluorescence polarization | inhibition, % at 5.9 µM | Q9Y570 | hit rate 0.53% among 320,000;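 active = inhibition above the campaign mean of all compounds plus 3 SD, cut at about 26% in these data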;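 note: competitive labeling of PME-1 active site by serine hydrolase directed probe; 0% = PME-1 with DMSO and 100% = wells lacking PME-1 enzyme; inhibitors block probe labeling so polarization falls and inhibition rises; many of its hits are not listed in these tables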
# Target sequence (Q9Y570 whole entry, looked up): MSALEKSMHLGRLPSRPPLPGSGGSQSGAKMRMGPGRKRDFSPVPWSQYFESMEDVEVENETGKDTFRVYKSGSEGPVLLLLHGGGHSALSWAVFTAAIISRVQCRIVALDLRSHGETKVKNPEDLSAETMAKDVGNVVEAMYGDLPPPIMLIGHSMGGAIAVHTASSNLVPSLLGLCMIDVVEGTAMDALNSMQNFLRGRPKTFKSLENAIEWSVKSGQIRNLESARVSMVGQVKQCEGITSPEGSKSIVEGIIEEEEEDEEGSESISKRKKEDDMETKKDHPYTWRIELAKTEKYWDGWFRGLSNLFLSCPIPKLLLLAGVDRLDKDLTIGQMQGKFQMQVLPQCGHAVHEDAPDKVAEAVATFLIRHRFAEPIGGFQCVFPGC
# PAFAH1B2 FP inh: PAFAH1B2 (human) inhibition; recombinant PAFAH1B2, FP-rhodamine activity probe, fluorescence polarization; inhibition, % at 3.39 µM; hit rate 1.2% among 340,000;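 active = inhibition above the mean of all tested compounds plus 3 SD, cut at about 24% in these data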;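 note: 0% = enzyme with DMSO and 100% = wells lacking PAFAH1B2; many of its hits are not listed in these tables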
# Target sequence (P68402 whole entry, looked up): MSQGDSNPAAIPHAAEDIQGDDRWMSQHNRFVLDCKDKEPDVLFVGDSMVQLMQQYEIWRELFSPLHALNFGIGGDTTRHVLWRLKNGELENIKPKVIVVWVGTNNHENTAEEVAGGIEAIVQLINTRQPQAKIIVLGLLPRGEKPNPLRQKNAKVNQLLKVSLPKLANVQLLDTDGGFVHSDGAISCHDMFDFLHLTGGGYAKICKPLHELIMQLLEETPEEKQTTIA
# GLD-1 TGE inh: GLD-1-TGE RNA interaction inhibition (C. elegans) | Q17339 | purified GLD-1 + fluorescein TGE RNA, fluorescence polarization | inhibition, % at 5.96 µM | hit rate 0.44% among 320,000 | AID 2280;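 active = percent inhibition above a per-plate cutoff, the plate mean of test compounds plus 3 SD, cut at about 30% in these data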;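 note: 0% = DMSO wells with GLD-1 and probe and 100% = wells lacking GLD-1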
# MEX-5 binding: C. elegans MEX-5 TCR-2 RNA binding activity; activity score (negative = inhibition of binding), % at 10 µM; hit rate 0.38% among 300,000; MEX-5/FITC-TCR2 RNA binding, fluorescence polarization; active compounds read low; Q9XUB2;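 active = inhibition past about -25% in most replicates, and total fluorescence under double the plate's negative control median, limit read from the data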;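 note: 0% = DMSO and -100% = 5 µM competing unlabeled TCR2 RNA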
# Bcl-xL primary: inhibitors of human Bcl-xL; Q07817; GST-Bcl-xL / FITC-Bim BH3 peptide fluorescence polarization; inhibition, % at 10.9 µM; hit rate 0.7% among 320,000;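 active = inhibition above the mean of all tested compounds plus 3 SD, cutoff set per campaign, cut at about 30% in these data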;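 note: 0% = DMSO wells and 100% = unlabeled Bim-BH3 peptide competitor; inhibitors lower millipolarization by displacing the labeled peptide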
# AHR act: activators of human aryl hydrocarbon receptor; P35869; AHR-responsive luciferase reporter cells, luminescence; activation, % at 5 µM; hit rate 2.5% among 320,000; AID 2796; in the data active = activation above about 47%;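 note: 0% = vehicle wells and 100% = reference agonist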
# * hit, by the source's call; x = not tested or not shown; + = active, no number. A portion of the library (hit frequency here may not be typical).
SMILES,MCL1 BIM primary,Fam108B counter,pPAFAH FP inh,PME-1 primary,PAFAH1B2 FP inh,GLD-1 TGE inh,MEX-5 binding,Bcl-xL primary,AHR act
O=C(NCCc1ccc(C(F)(F)F)cc1)C1CCC(=O)N(CCCN2CCCC2=O)C1 (stereo unspecified),4,3,5,4,5,1,-4.1,10,1
COc1ccc(C2=NC(C)(C)Cc3cc(OC)c(OC)cc32)cc1OC,10,0,4,0,0,1,2.4,7,0
CCc1ccc(O)c(N=Cc2cccc(C)c2O)c1,-1,5,19,8,3,-4,2.2,2,4
CCOc1ccc(OCC)c(-c2c(=O)n(OCc3ccc(C(C)(C)C)cc3)c3ccccc3[n+]2[O-])c1,4,-10,1,-8,3,-1,4.2,3,1
O=C(c1ccc2c(=O)n(Cc3ccc4c(c3)OCO4)c(=O)[nH]c2c1)N1CCN(c2ccccc2)CC1,-1,-2,5,-2,0,2,0.3,0,-2
O=c1cc(-c2ccccc2)c2c(O)cc(O)cc2o1,-1,2,0,-1,1,1,-0.1,5,10
Cc1ccc(OCC(=O)N2CCC3(CC2)CC(=O)c2ccccc2O3)cc1,4,-3,4,3,8,4,-0.2,5,2
COc1cccc(NC(=O)Cn2c(CCC(=O)O)ccc2-c2cccs2)c1,-2,6,6,-4,1,0,2.4,4,0
Cc1ccc(NC(=O)c2nc[nH]c2C(=O)NCc2ccccc2)cc1,-1,x,2,-2,-2,11,x,3,3
CC(C)Oc1ccc2c(=O)c(-c3ccccc3)coc2c1,10,-1,-2,-1,3,10,2.0,0,-7
COc1ccc(CCNC(=O)/C=C/c2ccco2)cc1OC,4,0,3,-8,-5,3,-0.9,2,-1
Cc1nn(CC#N)c(=O)n1-c1ccccc1F,5,-2,0,-1,2,-3,0.2,4,1

# Next section, overlapping the part above by 2 compounds.
SMILES,MCL1 BIM primary,Fam108B counter,pPAFAH FP inh,PME-1 primary,PAFAH1B2 FP inh,GLD-1 TGE inh,MEX-5 binding,Bcl-xL primary,AHR act
COc1ccc(CCNC(=O)/C=C/c2ccco2)cc1OC,4,0,3,-8,-5,3,-0.9,2,-1
Cc1nn(CC#N)c(=O)n1-c1ccccc1F,5,-2,0,-1,2,-3,0.2,4,1
Cc1nnc(SCC(=O)N2c3ccccc3C(C)(c3ccccc3)CC2(C)C)s1 (stereo unspecified),-11,-4,1,-2,1,8,5.7,-2,1
COc1ccc(CCNC(=O)C(=O)NCC2OCCN2S(=O)(=O)c2ccc(Cl)cc2)cc1OC (stereo unspecified),7,-2,5,1,7,-1,-2.6,3,0
CC(=O)N/C(=C/c1ccc(OS(=O)(=O)c2ccc(C)cc2)cc1)C(=O)Nc1ccc(C(=O)O)cc1,2,0,-4,-1,2,5,x,6,1
CCN1CCN(CCCOc2ccccc2-c2ccccc2)CC1,5,-3,3,-6,3,3,-2.1,4,0
COCc1cc(N2CCOCC2)nc(-c2ccccc2)n1,-1,2,-4,-7,2,6,0.6,2,17
O=C(N/N=C/c1ccco1)c1cc(-c2ccc(Cl)cc2)n[nH]1,5,0,-3,-5,8,3,12,9,-1
Cc1ccc(CCNC(=O)C2CCN(C(=O)N(C)C)CC2)cc1,0,-4,7,-3,3,1,-0.1,2,0
CCOC(=O)/C(C#N)=C\c1c(OCC)n(CC)c2ccccc12,6,4,9,23,7,5,-1.1,4,1
CC1=C(C(=O)OC(C)C)C(c2ccc(F)cc2)NC(=O)N1 (stereo unspecified),0,-2,-6,-4,6,-3,4.4,-2,1
O=C(COc1ccc(Cl)cc1)N1CCN(c2cccc(C(F)(F)F)c2)CC1,3,1,3,-4,1,1,0.6,6,9
O=C(CSCc1ccc(F)cc1)NCc1ccc(F)cc1,-4,-5,5,1,18,-6,3.3,-1,-1
COc1ccc(CN=CC2=C(O)CNC2=O)cc1OC,2,-5,0,-4,-1,-2,1.3,-4,-2

# 16 successive compounds out of the list so far, quoted:
SMILES,MCL1 BIM primary,Fam108B counter,pPAFAH FP inh,PME-1 primary,PAFAH1B2 FP inh,GLD-1 TGE inh,MEX-5 binding,Bcl-xL primary,AHR act
O=c1cc(-c2ccccc2)c2c(O)cc(O)cc2o1,-1,2,0,-1,1,1,-0.1,5,10
Cc1ccc(OCC(=O)N2CCC3(CC2)CC(=O)c2ccccc2O3)cc1,4,-3,4,3,8,4,-0.2,5,2
COc1cccc(NC(=O)Cn2c(CCC(=O)O)ccc2-c2cccs2)c1,-2,6,6,-4,1,0,2.4,4,0
Cc1ccc(NC(=O)c2nc[nH]c2C(=O)NCc2ccccc2)cc1,-1,x,2,-2,-2,11,x,3,3
CC(C)Oc1ccc2c(=O)c(-c3ccccc3)coc2c1,10,-1,-2,-1,3,10,2.0,0,-7
COc1ccc(CCNC(=O)/C=C/c2ccco2)cc1OC,4,0,3,-8,-5,3,-0.9,2,-1
Cc1nn(CC#N)c(=O)n1-c1ccccc1F,5,-2,0,-1,2,-3,0.2,4,1
Cc1nnc(SCC(=O)N2c3ccccc3C(C)(c3ccccc3)CC2(C)C)s1 (stereo unspecified),-11,-4,1,-2,1,8,5.7,-2,1
COc1ccc(CCNC(=O)C(=O)NCC2OCCN2S(=O)(=O)c2ccc(Cl)cc2)cc1OC (stereo unspecified),7,-2,5,1,7,-1,-2.6,3,0
CC(=O)N/C(=C/c1ccc(OS(=O)(=O)c2ccc(C)cc2)cc1)C(=O)Nc1ccc(C(=O)O)cc1,2,0,-4,-1,2,5,x,6,1
CCN1CCN(CCCOc2ccccc2-c2ccccc2)CC1,5,-3,3,-6,3,3,-2.1,4,0
COCc1cc(N2CCOCC2)nc(-c2ccccc2)n1,-1,2,-4,-7,2,6,0.6,2,17
O=C(N/N=C/c1ccco1)c1cc(-c2ccc(Cl)cc2)n[nH]1,5,0,-3,-5,8,3,12,9,-1
Cc1ccc(CCNC(=O)C2CCN(C(=O)N(C)C)CC2)cc1,0,-4,7,-3,3,1,-0.1,2,0
CCOC(=O)/C(C#N)=C\c1c(OCC)n(CC)c2ccccc12,6,4,9,23,7,5,-1.1,4,1
CC1=C(C(=O)OC(C)C)C(c2ccc(F)cc2)NC(=O)N1 (stereo unspecified),0,-2,-6,-4,6,-3,4.4,-2,1

# The listing continues:
SMILES,MCL1 BIM primary,Fam108B counter,pPAFAH FP inh,PME-1 primary,PAFAH1B2 FP inh,GLD-1 TGE inh,MEX-5 binding,Bcl-xL primary,AHR act
Cc1cccc(C)c1NC(=O)COC(=O)c1ccc(N2CCCC2)c([N+](=O)[O-])c1,6,-6,13,-4,-1,8,-1.8,4,0
CN(CC(=O)Nc1ccccc1Br)C(=O)c1cccc(S(=O)(=O)NCc2ccccc2)c1,0,0,8,-8,7,4,-4.0,2,5
O=C(Nc1ccc(F)cc1Cl)c1ccc2c(=O)n3c(nc2c1)CCC3,-11,-3,0,-3,0,-5,0.6,-5,2
Cn1c(CCN2CCOCC2)nc2cc(NC(=O)COc3ccc([N+](=O)[O-])cc3)ccc21,2,-1,3,-2,2,0,-4.0,2,1
Cc1ccc(N(C(=O)c2ccco2)C(C(=O)NC2CCCC2)c2ccco2)c(C)c1 (stereo unspecified),5,1,-1,5,2,6,0.2,3,1
CCc1nc(CN2CCN(c3ccc(C(F)(F)F)cn3)CC2)c(C)[nH]1,10,-1,-2,-5,1,-3,0.0,7,-2
O=C(NCc1ccc2c(c1)OCO2)C1CCCN1C(=O)Nc1ccc(Cl)cc1 (stereo unspecified),-1,-3,3,-3,6,-1,-1.1,1,1
CCOC(=O)C1C(c2ccccc2Cl)NC(=O)N(C)C1(O)C(F)(F)F (stereo unspecified),-1,0,0,0,-1,-2,-3.0,6,-3
O=C(CSc1nc2ccccc2s1)Nc1ccc(Cl)c(C(=O)O)c1,-2,0,-3,-6,12,-4,0.3,0,6
CC1C(=O)N2CCCc3cc(NC(=O)C(=O)NCCc4ccccc4)cc1c32 (stereo unspecified),0,0,12,0,6,1,2.4,0,16
CC(C)C[C@H](NC(=O)c1[nH]cnc1C(=O)N[C@@H](C)c1ccccc1)C(=O)OCc1ccccc1,8,-8,9,-1,-3,18,-0.3,3,1
C=CCOC(=O)C1=C(C)OC(N)=C(C#N)C1c1ccoc1 (stereo unspecified),-51,6,15,-1,2,-62,-0.5,-29,2
CC(C)[C@H](NC(=O)C1CCCC1)c1nc2ccccc2[nH]1,5,3,0,0,2,-6,1.2,0,1
C/C(Cn1nnc2ccccc21)=N\NC(=O)c1ccc(Br)cc1,-4,3,7,0,2,4,-1.4,-3,8
CCN(CC)CCCNc1ncnc2scc(-c3ccc(F)cc3)c12,14,0,2,-14,-1,5,1.2,3,-2
O=C(CNC(=O)c1cccc(F)c1)N/N=C/C=C/c1ccccc1,1,-6,-3,-10,0,-4,-1.1,2,22
Cc1cccc(OCC(=O)NCCCNC(=O)c2ccc(C)nc2)c1,5,11,4,0,-1,12,0.8,4,1
CC(C1CC1)N(Cc1ccccc1)C(=S)Nc1cccc(C(F)(F)F)c1 (stereo unspecified),9,-1,2,2,0,2,2.4,1,-2
COc1ccc(Oc2ccccc2/C=N/O)cc1,1,-6,6,0,-8,0,x,4,-2
COc1ccc(C(=O)CSc2nnc(-c3ccccn3)n2Cc2ccco2)cc1,5,-2,4,2,1,0,0.6,-3,3
Nc1ccc(C(=O)Nc2ccco2)cc1,1,0,-5,1,-2,-9,0.6,8,1
Cc1ccc(-c2cc(-c3ccc(F)cc3)nc(N)c2C#N)o1,-4,-3,5,0,3,0,-5.3,6,16
CCCCOC(=O)NC1(C)CCS(=O)(=O)C1 (stereo unspecified),10,-1,-3,-1,2,-7,-0.8,7,-1
O=C(CSc1ncnc2nc[nH]c12)N1CCN(c2ccc(Cl)cc2)CC1,0,-1,8,-2,2,-2,-0.7,3,-2
CCCCC(=O)Nc1cccc(NC(=S)NC(=O)C(C)C)c1,9,1,0,0,2,5,0.1,6,3
COC(=O)COc1ccc(S(=O)(=O)N2CCN(c3ccc(F)cc3)CC2)cc1,1,-2,4,5,0,1,2.5,3,-2
CC(=O)c1ccc(S(=O)(=O)N2CCN(S(=O)(=O)c3ccccc3C(F)(F)F)CC2)cc1,0,-3,3,-7,3,4,-0.8,1,5
Cc1ccccc1Cc1c(C)nc2nc(SCC(=O)NCc3ccco3)nn2c1C,3,-1,8,-4,5,-2,-0.8,4,-2
COc1ccc(-c2nnc(Nc3ccc(CC(N)=O)cc3)c3ccccc23)cc1,12,2,4,8,-5,5,1.6,5,-4
CCCC(=O)Nc1ccc(C(=O)NNC(=O)COc2ccc(Br)c(C)c2)cc1,-2,-13,0,-9,-1,-3,2.4,3,-1
CCOc1cc(CNC(=O)CCCn2c(=O)c3cccn3c3cccnc32)cc(OCC)c1OCC,2,-4,3,1,1,2,-3.5,0,12
NNc1nc(-c2ccccc2Cl)nc2ccccc12,-49,1,-6,-6,0,-33,1.4,-32,31
CCCn1c(CNC(=O)Cc2ccccc2)nc2ccccc21,0,1,2,3,4,3,0.2,5,-2
Cn1c(=O)c(Nc2ccc(Cl)cc2)c2c3c(cccc31)C(=O)c1ccccc1-2,+,32*,20,31*,x,172*,-41*,+,9
CCCCCOC(=O)Cn1c(SCC(=O)Nc2ccccc2)nc2c1c(=O)[nH]c(=O)n2C,-8,3,11,4,0,-11,2.1,-1,1
